# Bioassay records (PubChem)
# U2OS ROS induce = raises reactive oxygen species in U2OS cancer cells. 46,000 tested, 2% active. ROS induction (% of piperlongumine), % at 10 µM. U2OS ROS induction, H2DCF-DA fluorescence; in the data active = ROS induction above about 79%, passing the limit was not always enough; inconclusive = no clear call, values can overlap the other calls;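 note: 0% = DMSO vehicle median and 100% = reference compound median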
# An asterisk follows results filed as active; ? = inconclusive. Only part of the results is shown, so the mix of outcomes need not match the whole.
SMILES,U2OS ROS induce
C[C@@H]1CN([C@H](C)CO)C(=O)CCCn2cc(nn2)CO[C@@H]1CN(C)Cc1cccc(O)c1,-6.5
CCc1ccc(NC(=S)N2CCC(N(C)C(C)C)CC2)cc1,-0.6
CCn1c(SCC(N)=O)nnc1-c1sc2cc(Cl)ccc2c1Cl,14.8
C[C@H](CO)N1C[C@H](C)[C@H](CN(C)C(=O)Nc2ccc3c(c2)OCO3)Oc2ccc(NC(=O)Nc3ccc(C(F)(F)F)cc3)cc2CC1=O,-10.1
COc1ccc(-c2cc(=O)c3cc(OC)ccc3o2)cc1,0.3
COc1ccc(S(=O)(=O)Nc2ccc3c(c2)CC(=O)N([C@@H](C)CO)C[C@@H](C)[C@@H](CN(C)S(C)(=O)=O)O3)cc1,-2.3
Cc1ccc(NC(=O)CC2NC3CCCCC3NC2=O)cc1C (stereo not drawn),-18.5
CN=c1scc(C)n1NC(=O)Nc1ccc(Cl)cc1,-6.2
C[C@@H]1CN([C@H](C)CO)C(=O)Cc2cc(NS(=O)(=O)c3cccs3)ccc2O[C@H]1CN(C)C(=O)Nc1ccccc1,-2.1
CNC[C@H]1Oc2c(NS(=O)(=O)c3ccc(C)cc3)cccc2C(=O)N([C@H](C)CO)C[C@@H]1C,1.6
C[C@@H]1CN([C@H](C)CO)C(=O)c2cc(N(C)C)ccc2O[C@H]1CN(C)C(=O)NC1CCCCC1,-3.8
COC(=O)c1sccc1N/C=C(\C#N)S(=O)(=O)C(C)(C)C,35.7
C[C@@H]1CN([C@H](C)CO)C(=O)c2cc(NC(=O)Nc3cccc4ccccc34)ccc2O[C@@H]1CN(C)S(=O)(=O)c1ccccc1,-3.1
COc1ccc(C2OCC3C2CO[C@H]3c2ccc(OC)c(OC)c2)cc1OC (stereo partly drawn),?
COc1ccc(NC(=O)Nc2ccc3c(c2)C(=O)N([C@H](C)CO)C[C@H](C)[C@H](CN(C)C(=O)Nc2c(C)noc2C)O3)cc1,7.9
CNC[C@@H]1Oc2ccc(NC(=O)CCCN(C)C)cc2C(=O)N([C@H](C)CO)C[C@H]1C,-3.2
Cc1ccccc1C(=O)c1cccn1CC(=O)NC(C)c1ccc2c(c1)OCCO2 (stereo not drawn),-4.9
COc1ccc(S(=O)(=O)Nc2cccc3c2O[C@H](CN(C)Cc2ccc(-c4ccccc4)cc2)[C@H](C)CN([C@@H](C)CO)C3=O)cc1,?
N#Cc1ccc(/C=N/NC(=O)c2ccc(C(=O)NO)cc2)cc1,-5.9
C[C@H]1CN([C@@H](C)CO)C(=O)c2cccc(NS(=O)(=O)c3ccccc3)c2O[C@H]1CN(C)CC1CC1,1.7
C[C@@H]1CN([C@H](C)CO)C(=O)c2cc(NC(=O)NC3CCCCC3)ccc2O[C@H]1CN(C)C(=O)Nc1ccc(C(F)(F)F)cc1,40.4
C[C@@H]1CN([C@H](C)CO)C(=O)Cc2cc(NC(=O)Nc3ccc4c(c3)OCO4)ccc2O[C@H]1CN(C)C(=O)Nc1ccc2c(c1)OCO2,3.0
Cc1noc(C)c1NC(=O)N(C)C[C@@H]1Oc2ccc(NC(=O)Nc3ccc(C(F)(F)F)cc3)cc2C(=O)N([C@H](C)CO)C[C@H]1C,-7.9
O=C1c2ccccc2C(=O)N1CCCn1c(=O)oc2ccccc21,-4.3
O=C(CCCCCC(=O)Nc1ccccc1O)N/N=C\c1cccnc1Cl,25.5

# Another view of 2 compounds above.
Compound | U2OS ROS induce
COC(=O)c1sccc1N/C=C(\C#N)S(=O)(=O)C(C)(C)C | 35.7
C[C@@H]1CN([C@H](C)CO)C(=O)c2cc(NC(=O)Nc3cccc4ccccc34)ccc2O[C@@H]1CN(C)S(=O)(=O)c1ccccc1 | -3.1

# Additional records:
SMILES,U2OS ROS induce
CCc1cc2c3c(c(=O)oc2cc1OCC(=O)OC(C)(C)C)CCCC3,-0.7
C[C@@H]1CN([C@H](C)CO)C(=O)c2cc(NC(=O)CCN3CCOCC3)ccc2O[C@@H]1CN(C)S(=O)(=O)c1ccc(F)cc1,-7.4
O=C(O)CC(C(=O)Nc1ccc(Cl)cc1)N1CCCC1 (stereo not drawn),-6.4
O=C(N/N=C/c1cccc(OCCO)c1)c1ccccc1O,-11.4
Cc1ccc(S(=O)(=O)N(C)C[C@H]2Oc3ccc(NC(=O)Nc4ccc(F)cc4)cc3C(=O)N([C@@H](C)CO)C[C@H]2C)cc1,0.1
O=C(COc1ccccc1Br)N1CCCCC1,-4.9
Cc1noc(C)c1NC(=O)N(C)C[C@H]1Oc2c(NC(=O)Nc3ccccc3)cccc2C(=O)N([C@@H](C)CO)C[C@@H]1C,0.1
Cc1nn(C)c(C)c1CNC(=O)c1cnn2c1NC(c1ccc(Br)cc1)CC2C(F)(F)F (stereo not drawn),-0.6
C[C@H]1CN([C@@H](C)CO)C(=O)Cc2cc(NC(=O)CCCN(C)C)ccc2O[C@@H]1CN(C)C(=O)Nc1ccc2c(c1)OCO2,14.5
Cc1noc(C)c1NC(=O)Nc1ccc2c(c1)C(=O)N([C@H](C)CO)C[C@@H](C)[C@H](CN(C)C(=O)Nc1ccc(C(F)(F)F)cc1)O2,0.3
C[C@H]1CN([C@@H](C)CO)C(=O)c2cc(NC(=O)C3CC3)ccc2O[C@@H]1CN(C)S(=O)(=O)c1ccc(F)cc1,-12.1
C[C@H](CO)N1C[C@H](C)[C@@H](CN(C)Cc2ccc(Cl)c(Cl)c2)Oc2ccc(NC(=O)Nc3ccccc3)cc2C1=O,31.6
CSc1cccc(NC(=O)C(C)NS(=O)(=O)c2ccccc2)c1 (stereo not drawn),-0.6
CC(=O)Nc1ccc(NC(=O)CN(c2ccccc2Br)S(C)(=O)=O)cc1,-14.0
C[C@@H]1CN([C@@H](C)CO)C(=O)c2cccc(NS(=O)(=O)c3ccc(Cl)cc3)c2O[C@H]1CN(C)Cc1ccc(Oc2ccccc2)cc1,9.9
C[C@@H]1CN([C@H](C)CO)C(=O)c2cc(NC(=O)Cn3cnnn3)ccc2O[C@@H]1CN(C)Cc1ccc(C(=O)Nc2ccccc2N)cc1,4.3
NC(=O)C1(N2CCCCC2)CCN(CC(=O)Nc2ccc(F)cc2)CC1,-4.6
Cc1noc(C)c1NC(=O)Nc1cccc2c1O[C@@H](CN(C)S(=O)(=O)c1cccs1)[C@H](C)CN([C@@H](C)CO)C2=O,-10.4
Cc1ccc(S(=O)(=O)N(C)CC(=O)Nc2cc(Cl)ccc2Oc2ccccc2)cc1,89.8*
C[C@@H]1CN([C@@H](C)CO)C(=O)c2cc(NS(=O)(=O)c3ccccc3)ccc2O[C@@H]1CN(C)Cc1ccncc1,-13.0
C[C@H]1CN([C@@H](C)CO)C(=O)CCCn2cc(nn2)CO[C@@H]1CN(C)C(=O)c1ccc(N2CCN(C)CC2)cc1,-5.5
COC(=O)c1ccccc1NC(=O)CN(c1ccc(I)cc1)S(C)(=O)=O,0.0
O=C(CSc1nnc(-c2ccncc2)n1-c1ccc(F)cc1)c1ccc(Cl)cc1,26.2
COc1ccc(NC(=O)Nc2ccc3c(c2)CC(=O)N([C@H](C)CO)C[C@@H](C)[C@@H](CN(C)Cc2ccccc2)O3)cc1,6.4
C[C@H](CO)N1C[C@H](C)[C@@H](CN(C)Cc2ccc(-c3ccccc3)cc2)Oc2c(NC(=O)Nc3ccccc3)cccc2C1=O,19.5
# Next part
SMILES,U2OS ROS induce
O=C(NO)c1ccc(C(=O)N/N=C/c2cc(O)ccc2[N+](=O)[O-])cc1,-3.1
Cc1ccc(S(=O)(=O)Nc2ccc3c(c2)C(=O)N([C@H](C)CO)C[C@H](C)[C@H](CN(C)Cc2ccc(C(F)(F)F)cc2)O3)cc1,13.1
Cc1c2cnn(-c3ccccc3)c(=O)c2c(C)n1CCCC(=O)N(C)Cc1ccccc1,39.7
Cc1noc(C)c1NC(=O)N(C)C[C@@H]1Oc2ccc(NC(=O)NC(C)C)cc2C(=O)N([C@@H](C)CO)C[C@H]1C,-11.8
Cc1noc(C)c1S(=O)(=O)Nc1ccc2c(c1)C(=O)N([C@H](C)CO)C[C@H](C)[C@@H](CN(C)S(=O)(=O)c1ccc(Cl)cc1)O2,-2.9
C[C@@H]1CN([C@H](C)CO)C(=O)Cc2cc(NC(=O)CCC(F)(F)F)ccc2O[C@H]1CN(C)Cc1ccccc1,5.0
C/C=C(/C)C(=O)OC1C(OC(C)=O)c2c(ccc3ccc(=O)oc23)OC1(C)C (stereo not drawn),10.7
C[C@H](CO)N1C[C@H](C)[C@H](CN(C)S(C)(=O)=O)Oc2ccc(NC(=O)Nc3ccc(F)cc3)cc2C1=O,-1.9
C[C@H]1CN([C@@H](C)CO)C(=O)CCCn2cc(nn2)CO[C@H]1CN(C)C(=O)Nc1ccccc1,16.7
COc1cc2c(cc1OC)[C@H]1[C@@H](C)c3ccc(OC)c(OC)c3CN1CC2,14.4
COc1ccc(NC(=O)Nc2cccc3c2O[C@H](CN(C)C(=O)Nc2ccccc2)[C@H](C)CN([C@@H](C)CO)C3=O)cc1,-12.7
COc1ccc(S(=O)(=O)N(C)C[C@H]2Oc3ccc(NC(=O)Nc4ccc5c(c4)OCO5)cc3CC(=O)N([C@@H](C)CO)C[C@@H]2C)cc1,30.7
Cc1noc(C)c1NC(=O)Nc1ccc2c(c1)CC(=O)N([C@@H](C)CO)C[C@@H](C)[C@@H](CN(C)S(=O)(=O)c1ccccc1)O2,-0.9
CCOc1cc(C)c(Cl)cc1S(=O)(=O)NC1CC(C)(C)NC(C)(C)C1,1.0
NNC(=O)c1ccc(CSc2ccc(C(F)(F)F)cn2)o1,-19.4
C[C@H](CO)N1C[C@H](C)[C@@H](CN(C)S(=O)(=O)c2cn(C)cn2)Oc2ccc(NS(=O)(=O)c3ccc(F)cc3)cc2C1=O,-12.4
O=C1C(=Cc2cccn2-c2ccc(O)cc2)C(=O)c2ccccc21,-5.7
CCN(CC)C(=O)Cn1cc(SCC(N)=O)c2ccccc21,-1.5
COc1cc(OC)c2c(OC)c(-c3ccc4c(c3)OCO4)c(=O)oc2c1,15.6
C[C@@H]1CN([C@H](C)CO)C(=O)c2cccc(NS(=O)(=O)c3cccs3)c2O[C@@H]1CN(C)C(=O)Nc1ccccc1,-4.1
C[C@@H]1CN([C@@H](C)CO)C(=O)c2cccc(NC(=O)Nc3ccccc3)c2O[C@H]1CN(C)C(=O)Nc1ccc2c(c1)OCO2,-1.2
Cc1noc(C)c1S(=O)(=O)N(C)C[C@H]1OCc2cn(nn2)CCCC(=O)N([C@@H](C)CO)C[C@@H]1C,15.2
COc1ccc(NC(=O)N(C)C[C@H]2Oc3c(NC(=O)NC(C)C)cccc3C(=O)N([C@H](C)CO)C[C@H]2C)cc1,1.8
COc1ccc([Si](C)(C)[C@H]2[C@H](CCn3cc(CCO)nn3)O[C@@]3(C(=O)N(Cc4ccc(N5CCC5=O)cc4)c4ccccc43)[C@@H]2C)cc1,80.0*
C[C@@H]1CN([C@@H](C)CO)C(=O)c2cc(NC(=O)C3CCCCC3)ccc2O[C@H]1CN(C)C(=O)Nc1ccc(C(F)(F)F)cc1,14.8

# Reprinted from the part before: 2 compounds; new compounds follow.
SMILES,U2OS ROS induce
COc1ccc([Si](C)(C)[C@H]2[C@H](CCn3cc(CCO)nn3)O[C@@]3(C(=O)N(Cc4ccc(N5CCC5=O)cc4)c4ccccc43)[C@@H]2C)cc1,80.0*
C[C@@H]1CN([C@@H](C)CO)C(=O)c2cc(NC(=O)C3CCCCC3)ccc2O[C@H]1CN(C)C(=O)Nc1ccc(C(F)(F)F)cc1,14.8
Cc1cc(=O)[nH]c(SC(C(=O)O)c2ccccc2)n1 (stereo not drawn),-14.1
CC(C)(C)NCC(O)COc1cccc2c1CCC(=O)N2 (stereo not drawn),1.3
C[C@H](CO)N1C[C@H](C)[C@H](CN(C)Cc2ccccc2)Oc2c(NC(=O)C3CCOCC3)cccc2C1=O,-8.7
O=C(O)CCN1C(=O)c2cc(Cl)c(Cl)cc2C1=O,-2.9
Cc1noc(C)c1NC(=O)N(C)C[C@@H]1Oc2ccc(NC(=O)Nc3ccc(C(F)(F)F)cc3)cc2C(=O)N([C@@H](C)CO)C[C@@H]1C,3.7
CCOC(=O)CSc1nc(NC#N)nc(N(CC)CC)n1,10.3
C[C@@H]1CCCCO[C@@H](CN(C)C(=O)CCCN(C)C)[C@@H](C)CN([C@H](C)CO)C(=O)c2cc(NS(=O)(=O)c3ccccc3)ccc2O1,-6.5
O=C(Cn1cnc2c(oc3ccccc32)c1=O)N1CCCc2ccccc21,-5.1
C[C@H]1CN([C@@H](C)CO)C(=O)Cc2cc(NC(=O)Nc3ccc4c(c3)OCO4)ccc2O[C@@H]1CN(C)S(=O)(=O)c1ccc(F)cc1,-0.7
Nc1c(Br)cc(Br)cc1CNC1CCC(O)CC1 (stereo not drawn),-5.5
Cc1noc(C)c1S(=O)(=O)Nc1cccc2c1O[C@H](CN(C)S(=O)(=O)c1cccs1)[C@H](C)CN([C@@H](C)CO)C2=O,62.2
Cn1c(=O)/c(=C/c2ccccc2)n(C)c(=O)/c1=C/c1ccccc1,12.9
Cc1ccc(S(=O)(=O)N(C)C[C@H]2Oc3c(NC(=O)C4CC4)cccc3C(=O)N([C@@H](C)CO)C[C@@H]2C)cc1,6.0
CC(C)(C)c1ccc(C(=O)N2CCC(c3nc(-c4ccc(Cl)cc4)no3)CC2)cc1,63.2
CCOc1ccc(C(=O)c2oc3ccccc3c2NC(=O)c2cc(OC)c(OC)c(OC)c2)cc1,-2.5

# Given field by field: part of the list above.
> C[C@H]1CN([C@@H](C)CO)C(=O)Cc2cc(NC(=O)Nc3ccc4c(c3)OCO4)ccc2O[C@@H]1CN(C)S(=O)(=O)c1ccc(F)cc1
  U2OS ROS induce: -0.7

> O=C(Cn1cnc2c(oc3ccccc32)c1=O)N1CCCc2ccccc21
  U2OS ROS induce: -5.1

> Cc1noc(C)c1S(=O)(=O)Nc1cccc2c1O[C@H](CN(C)S(=O)(=O)c1cccs1)[C@H](C)CN([C@@H](C)CO)C2=O
  U2OS ROS induce: 62.2

> Cc1cc(=O)[nH]c(SC(C(=O)O)c2ccccc2)n1 (stereo not drawn)
  U2OS ROS induce: -14.1
